# GLS inh: blocks human kidney-isoform glutaminase activity. Potency, µM (highest dose often 45.5 µM), inactives show top-dose activity change, negative = inhibition, usual class: inhibitors. 410,000 compounds, 0.21% hits. O94925. AID 624170. GLS enzymatic activity, qHTS titration; note: % is set by controls: 0 for no effect and ±100 for the full control effect
#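 hKGA; 45 mM KH2PO4 pH 8.2 + 0.02% Tween-20; cpd via pin tool; 1 mM Gln soln; GluOx/HRP/Amplex Red; RT 30 min; fluor. t0 & final.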
# JMJD2A Tudor: JMJD2A Tudor domain (human) inhibition. 390,000 compounds, 4.4% hits. Potency, µM (titrated, usually from 114 µM), without a hit: at the highest dose activity change, negative = inhibition, hits mostly inhibitors. AlphaScreen JMJD2A-Tudor / H3K4me3 peptide binding. O75164; note: % is set by controls: 0 for no effect and ±100 for the full control effect; nearly all actives have a fitted effect of over 50% in size
# Pin1 inh: inhibitors of human Pin1; Q13526; Pin1 FP peptide displacement, HiFluor488, 10 min; Potency, µM (doses to about 115 µM), without a hit: at the highest dose activity, negative = inhibition, actives largely listed as inhibitors; 390,000 compounds, 0.009% hits; active = well fitted inhibition curve with a large enough effect in the polarisation, with a control signal flat, not every such curve was filed as active; inconclusive = small, poorly fitted or top-dose-only effect, or effect the other way, or a change in a side signal; inactive = no such curve, though single readings can be large or run the other way; the % refers to the polarisation; note: % is set by controls: 0 for no effect and ±100 for the full control effect
# Target sequence (Q13526 whole entry, looked up): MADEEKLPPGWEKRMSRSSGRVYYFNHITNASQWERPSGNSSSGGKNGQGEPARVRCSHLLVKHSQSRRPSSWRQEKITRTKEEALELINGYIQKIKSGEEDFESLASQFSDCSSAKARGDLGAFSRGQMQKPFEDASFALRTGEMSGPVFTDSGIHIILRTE
# HP1b binding inh: inhibitors of HP1-beta chromodomain binding to methylated histone tails; AlphaScreen HP1-beta / biotin-H3K9me3 peptide binding; 390,000 compounds, 0.56% hits; P83916; Potency, µM (top dose mostly 114 µM), inactives show at the top dose activity change, negative = inhibition, hits mostly inhibitors; note: nearly all actives have a fitted effect of over 70% in size; inactives centre near 23
# Target sequence (P83916 whole entry, looked up): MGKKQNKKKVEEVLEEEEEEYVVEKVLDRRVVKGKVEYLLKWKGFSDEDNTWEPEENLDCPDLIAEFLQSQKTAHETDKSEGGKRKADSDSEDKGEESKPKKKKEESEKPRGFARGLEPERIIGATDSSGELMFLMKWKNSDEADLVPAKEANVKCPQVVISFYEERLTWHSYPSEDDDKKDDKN
#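 AlphaScreen: HP1-beta (50 nM) preformed 30 min with biotin-H3(1-18)K9me3 peptide (50 nM) in PBS pH 7.4, 0.01% Tween-20. Compound added for 30 min at RT, then streptavidin donor/nickel chelate acceptor beads (10 ug/mL) for 30 min.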
# POLH inh: inhibitors of human DNA polymerase eta. recombinant Pol eta, fluorescent DNA replication assay. Potency, µM (doses to about 114 µM), for the others: at the highest dose activity change, negative = inhibition, usual class: inhibitors. 390,000 compounds, 1.2% hits; note: % is set by controls: 0 for no effect and ±100 for the full control effect
#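 Fluorescent replication assay: 50 nM final substrate added after a 15 min room-temperature compound preincubation with 10 nM enzyme. Signal taken at 0 min and again at 10 min.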
# G9a block: blocks human histone lysine methyltransferase G9a | Potency, µM (highest dose often 102 µM), for the others: at the highest dose activity, negative = inhibition, usual class: inhibitors | G9a H3K9 monomethylation, AlphaScreen, 2 h | 350,000 compounds, 8.8% hits | Q96KQ7; note: % is set by controls: 0 for no effect and ±100 for the full control effect; nearly all actives have a fitted effect of over 75% in size
# Target sequence (Q96KQ7 913-1193 limits assumed): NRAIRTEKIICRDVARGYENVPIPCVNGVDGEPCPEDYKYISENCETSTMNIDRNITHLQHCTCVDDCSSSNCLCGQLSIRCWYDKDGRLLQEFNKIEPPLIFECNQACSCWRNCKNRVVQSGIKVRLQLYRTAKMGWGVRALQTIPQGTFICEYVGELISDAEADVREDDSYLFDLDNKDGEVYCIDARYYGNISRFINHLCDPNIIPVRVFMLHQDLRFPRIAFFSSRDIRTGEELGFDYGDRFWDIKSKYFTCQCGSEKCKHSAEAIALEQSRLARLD
#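 Compounds were preincubated with 20 nM G9a for 15 min, after which biotinylated H3K9 peptide (500 nM) and SAM (20 uM) started a 2 h room-temperature reaction. Monomethylated product was quantified by antibody-based AlphaScreen chemiluminescence.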
# BAZ2B inh: BAZ2B (human) inhibition; Potency, µM (top dose mostly 114 µM), inactives show at the highest dose activity change, negative = inhibition, most hits filed as inhibitors; 360,000 compounds, 4.4% hits; AID 504333; Q9UIF8; AlphaScreen BAZ2B-H3K14Ac peptide displacement; note: % is set by controls: 0 for no effect and ±100 for the full control effect; nearly all actives have a fitted effect of over 60% in size
#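 Complex of BAZ2B and biotin-H3K14Ac (50 nM apiece) forms over 30 min at RT, then faces library compounds up to 110 uM for another 30 min; AlphaScreen beads added, 20 min dark incubation, luminescence read.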
# Numbers without * were called inactive; ? = inconclusive; nt = no result given; & = joins results of further samples; [ ] = another dose, or the depositor's remark. Unless noted, calls come from the whole dose curve; as a rule, active = well fitted curve in the direction sought with a large enough effect; inconclusive = small, poorly fitted or top-dose-only effect, or another doubt; inactive = no such curve, though single readings can be large; an effect the other way counts as inactive or inconclusive. Potency is the fitted concentration of half-maximal effect.
GLS inh	JMJD2A Tudor	Pin1 inh	HP1b binding inh	POLH inh	G9a block	BAZ2B inh	Structure
nt	3%[57.1 µM]	8%	13%[57 µM]	nt	nt	nt	Nc1[nH]c(=O)nc2c1ncn2C1OC(CO)C(O)C1O (stereo not drawn)
nt	-15%[57.1 µM]	17%	23%[57 µM]	nt	nt	nt	CCc1ccc(OCCn2c(CCNC(=O)C3CCCCC3)nc3ccccc32)cc1
nt	?	3%	0%	nt	nt	nt	O=C(Nc1c(Cl)cc([N+](=O)[O-])cc1Cl)c1cc(Cl)ccc1O
nt	-15%[57.1 µM]	0%	25%[57 µM]	nt	nt	nt	CCc1ccc(NC(=O)Cn2c(SCc3ccc(C)cc3)nc3ccncc32)cc1
nt	-6%[57.1 µM]	-1%	24%[57 µM]	nt	nt	nt	N#CN=c1snc(-c2ccccc2)n1-c1ccc(Cl)cc1
nt	-20%	5%	8%	nt	nt	nt	COc1ccc(SCC(CC(C)C)N2CCN(C)CCC2=O)cc1 (stereo not drawn)
nt	-8%	-6%	30%	nt	nt	nt	Cc1ccc(S(=O)(=O)N2CCN(c3nc(-c4ccc(F)cc4)nc4cc(Cl)ccc34)CC2)cc1
nt	-7%	0%	34%[activator]	nt	nt	nt	CC(C)c1ccc(/C=C/C(=O)Nn2cnnc2)cc1
nt	18µM*	-5%	?	nt	nt	nt	Cc1ccc2nc(-c3cccc(-c4nc5ccc(C)cc5o4)n3)oc2c1
nt	-6%	6%	30%	nt	nt	nt	CC1CC=CC2C1C(=O)N(Cc1ccccc1)C2c1ccc(-c2cc3ccccc3s2)cc1F (stereo not drawn)
nt	17%	-2%	43%[activator]	nt	nt	nt	C[C@@H]1C(=O)O[C@@H]1[C@@H](C)CO[Si](c1ccccc1)(c1ccccc1)C(C)(C)C
nt	-19%	0%	50%[activator]	nt	nt	nt	Cc1ccc(CNC(=O)C2(C(F)(F)F)C/C(=C\CCO)CCCO2)o1 (stereo not drawn)
nt	-6%	-16%	21%	nt	nt	nt	COC(=O)C1=C[C@@H](C(=O)OC)[C@H]2C3=C(C(=O)[C@@]2(C)NC(=O)c2ccccc2)[C@H](C)C(C(=O)OC)=C(C(=O)OC)[C@@H]3C1
nt	-6%	-4%	40%[activator]	nt	nt	nt	CCC(C)C(NC(=O)OC(C)(C)C)C(=O)NC1COC2CC(n3cc(C)c(=O)[nH]c3=O)OC12 (stereo not drawn)
nt	50µM*	?	-28%	nt	nt	nt	O=C(O)c1cc(N(Cc2ccccc2O)Cc2ccccc2O)ccc1O
nt	19%	?	99%[activator]	nt	nt	nt	CCOC(=O)c1c(C)oc2c1c(/C=N/c1ccccn1)c(O)c1ccccc12
nt	-15%[57.1 µM]	0%	7%[57 µM]	nt	nt	nt	Cc1ccc(O/C=C2/Nn3c(nnc3-c3cc(-c4ccccc4)n[nH]3)S2)cc1
nt	5%	-3%	57%[activator]	nt	nt	nt	CC(C)(C)OC(=O)N1CCN(c2nc(-c3cccs3)nc3ccccc23)CC1
nt	-5%&-20%	5%&9%	29%&21%	nt	nt	nt	C=C1CCN(C(Cc2ccccc2)C(=O)NCc2ccc(Cl)cc2)S(=O)(=O)c2ccccc21 (stereo not drawn)
nt	-28%	-3%	32%	nt	nt	nt	Cc1ccc(-c2ccc(C3C4C=CCCC4(C)C(=O)N3Cc3ccccc3)c(F)c2)cc1 (stereo not drawn)
nt	-19%	1%	27%	nt	nt	nt	COc1ccc(-c2ccccc2C2C3C=CCCC3(C)C(=O)N2Cc2ccccc2)cc1 (stereo not drawn)
nt	-5%[57.1 µM]	0%	5%[57 µM]	nt	nt	nt	Cc1ccc2ncnc(NCc3ccco3)c2c1
nt	-8%	-3%	51%[activator]	nt	nt	nt	C[C@@H](CO)[C@H](/C=C/c1ccccc1)CCO[Si](c1ccccc1)(c1ccccc1)C(C)(C)C
nt	-5%	-2%	29%	nt	nt	nt	CC(=O)Nc1ccn(C2CC3OCC(NC(=O)C4CCCN4C(=O)OC(C)(C)C)C3O2)c(=O)n1 (stereo not drawn)
nt	-28%[57.1 µM]	13%	-8%[57 µM]	nt	nt	nt	CCc1ccc2[nH]c(=O)c(CN(Cc3ccco3)Cc3nnnn3Cc3ccco3)cc2c1

# Single entries from above.
# In Pin1 inh, Cc1ccc2ncnc(NCc3ccco3)c2c1 reads 0%
# In Pin1 inh, COc1ccc(-c2ccccc2C2C3C=CCCC3(C)C(=O)N2Cc2ccccc2)cc1 (stereo not drawn) reads 1%
# In Pin1 inh, Cc1ccc(O/C=C2/Nn3c(nnc3-c3cc(-c4ccccc4)n[nH]3)S2)cc1 reads 0%

# Carrying on:
GLS inh	JMJD2A Tudor	Pin1 inh	HP1b binding inh	POLH inh	G9a block	BAZ2B inh	Structure
nt	-14%	-4%	12%	nt	nt	nt	N#Cc1nc(-c2ccc(OCc3ccccc3Cl)cc2)oc1N1CCC(C(N)=O)CC1
nt	-8%	-2%	30%	nt	nt	nt	COC(=O)C(CCSC)NS(=O)(=O)c1ccccc1Br (stereo not drawn)
nt	-10%	-4%	38%[activator]	nt	nt	nt	CC(=O)Nc1ccc(SCCN2CCN(CC(C)C)CCC2=O)cc1
nt	-4%[57.1 µM]	5%	4%[57 µM]	nt	nt	nt	CCC1(C)NC(c2ccc3c(c2)OCO3)=CC(c2ccccc2O)N1 (stereo not drawn)
nt	-21%	-2%	38%[activator]	nt	nt	nt	O=S(=O)(c1cccc(C(F)(F)F)c1)N1CCN(c2nc(-c3cccs3)nc3cc(Cl)ccc23)CC1
nt	-7%[57.1 µM]	-1%	22%[57 µM]	nt	nt	nt	Cc1ccccc1OC(C)C(=O)NCCNC(=O)C(C)Oc1ccccc1C (stereo not drawn)
nt	-4%	-1%	19%	nt	nt	nt	CCOC(=O)c1ccc(S(=O)(=O)N2CCN(c3nc(-c4ccccc4)nc4ccccc34)CC2)cc1
nt	-19%[57.1 µM]	3%	10%[57 µM]	nt	nt	nt	CC1CC(C)CN(c2oc(-c3ccc(OCc4ccc(Cl)cc4)cc3)nc2C#N)C1 (stereo not drawn)
nt	-10%	-3%	33%	nt	nt	nt	CCC/C=C1\CCCOC(C(=O)NCc2ccc(C)o2)(C(F)(F)F)C1 (stereo not drawn)
nt	56µM*	25%	-9%	nt	nt	nt	COc1ccc(C2Nc3ccc(NC(=O)CO)cc3C(=O)N2Cc2cccc(Cl)c2)cc1COc1ccc(NC(C)=O)cc1 (stereo not drawn)
nt	-11%	4%	45%[activator]	nt	nt	nt	CCSc1nnc(NC(=O)C2CCN(C(=O)c3ccco3)CC2)s1
nt	-15%	-7%	12%	nt	nt	nt	O=S1(=O)C2CC3CCC2(CN1Cc1cccc(F)c1)O3 (stereo not drawn)
nt	-13%	-4%	15%	nt	nt	nt	COCc1nnc(NC(=O)C2CCN(C(=O)c3ccccc3)CC2)s1
nt	-18%	0%	29%	nt	nt	nt	CN(CCO)c1nc(-c2cccs2)nc2ccccc12
nt	-6%	?	54%[activator]	nt	nt	nt	Cc1ccc(Nc2nc(NCc3ccco3)nc3nccnc23)cc1Cl
nt	-12%	0%	36%[activator]	nt	nt	nt	CC=C1COC(C(=O)NCCOCCO)(C(F)(F)F)C=C1C=C(C)C (stereo not drawn)
nt	-9%[57.1 µM]	11%	25%[57 µM]	nt	nt	nt	CCOC(=O)CSc1nc2cc(OC)c(OC)cc2cc1C#N
nt	-36%	8%	15%	nt	nt	nt	COc1ccc(-c2cc(C3C4C=CCC(C)C4C(=O)N3Cc3ccccc3)ccc2F)cc1OC (stereo not drawn)
nt	8.9µM*	3%	?	nt	nt	nt	COc1ccc(-c2ccc(N(C)C)cc2)cc1C1C2C=CCCC2(C)C(=O)N1Cc1ccccc1 (stereo not drawn)
nt	-32%	5%	10%	nt	nt	nt	O=C1C2C(c3ccccc3)CC=CC2C(c2cccc([N+](=O)[O-])c2)N1Cc1ccccc1 (stereo not drawn)
nt	-10%	-2%	6%	nt	nt	nt	O=C1C2C(c3ccccc3)CC=CC2C(c2cccc(Br)c2)N1Cc1ccccc1 (stereo not drawn)
nt	-18%	9%	38%[activator]	nt	nt	nt	COc1cccc(S(=O)(=O)N2CCN(c3nc(-c4cccs4)nc4ccccc34)CC2)c1
nt	-23%	?	34%	nt	nt	nt	CC1CC=CC2C1C(=O)N(Cc1ccccc1)C2c1ccc(-c2ccoc2)cc1F (stereo not drawn)
nt	-15%	-1%	38%[activator]	nt	nt	nt	CCCN1CNc2c(c(=O)[nH]c(=S)n2CCc2ccc(OCC)c(OCC)c2)C1
nt	-23%	3%	8%	nt	nt	nt	CC(=O)c1ccc(-c2cc(C3C4C=CCC(C)C4C(=O)N3Cc3ccccc3)ccc2F)cc1 (stereo not drawn)
nt	nt	nt	nt	-2%[57.1 µM]	-12%	1%	O=S(=O)(O)C1CCNCC1
13%	nt	nt	nt	nt	7.1µM*	50µM*	O=P(O)(O)CP(=O)(O)O
24%	nt	nt	nt	nt	?	?	Cn1cc(NC(=O)c2cc(NC(=O)c3cc(NC=O)cn3C)cn2C)cc1C(=O)NCCC(=N)N

# Structures above marked active in JMJD2A Tudor.
GLS inh	JMJD2A Tudor	Pin1 inh	HP1b binding inh	POLH inh	G9a block	BAZ2B inh	Structure
nt	18µM*	-5%	?	nt	nt	nt	Cc1ccc2nc(-c3cccc(-c4nc5ccc(C)cc5o4)n3)oc2c1
nt	50µM*	?	-28%	nt	nt	nt	O=C(O)c1cc(N(Cc2ccccc2O)Cc2ccccc2O)ccc1O
nt	56µM*	25%	-9%	nt	nt	nt	COc1ccc(C2Nc3ccc(NC(=O)CO)cc3C(=O)N2Cc2cccc(Cl)c2)cc1COc1ccc(NC(C)=O)cc1 (stereo not drawn)
nt	8.9µM*	3%	?	nt	nt	nt	COc1ccc(-c2ccc(N(C)C)cc2)cc1C1C2C=CCCC2(C)C(=O)N1Cc1ccccc1 (stereo not drawn)

# Exported with tabs: entries from further up.
canonical_smiles	GLS inh	JMJD2A Tudor	Pin1 inh	HP1b binding inh	POLH inh	G9a block	BAZ2B inh
CC(=O)c1ccc(-c2cc(C3C4C=CCC(C)C4C(=O)N3Cc3ccccc3)ccc2F)cc1 (stereo not drawn)	nt	-23%	3%	8%	nt	nt	nt
O=S(=O)(O)C1CCNCC1	nt	nt	nt	nt	-2%[57.1 µM]	-12%	1%

# Screening data as filed in PubChem BioAssay.

# Not all compounds are listed, so the mix of outcomes need not match the whole.
